Compound activity: PubChem, National Center for Advancing Translational Sciences (NCATS)
IMPase inh: qHTS Assay for Identifying the Cell-Membrane Permeable IMPase Inhibitors; CHO-M1 cells, IP1 accumulation, HTRF TR-FRET ratio; 120,000 tested, under 10 active; inhibition (IP1 accumulation), % at 46.1 µM; active = well fitted curve in the direction sought with a large enough effect in the signal ratio, not every such curve was filed as active; inconclusive = small, poorly fitted or top-dose-only effect, or a change in a side signal; inactive = no such curve, though single readings can be large or run the other way; the % refers to the signal ratio;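 note: cells stimulated with carbachol in lithium chloride buffer; plate controls were DMSO basal wells for no effect and reference inhibitor wells for full effect; higher means more IMPase inhibition seen as more IP1 and lower FRET ratio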
Target sequence (P97697 whole entry, looked up): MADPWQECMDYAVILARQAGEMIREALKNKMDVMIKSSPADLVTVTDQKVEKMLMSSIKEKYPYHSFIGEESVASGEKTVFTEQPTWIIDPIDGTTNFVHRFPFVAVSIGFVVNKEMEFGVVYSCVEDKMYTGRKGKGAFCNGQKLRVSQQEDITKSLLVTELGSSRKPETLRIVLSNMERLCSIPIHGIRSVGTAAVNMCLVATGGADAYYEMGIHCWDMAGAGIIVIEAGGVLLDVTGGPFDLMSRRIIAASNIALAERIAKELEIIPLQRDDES
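CHO-M1, 2000 cells/well, cultured 16–30 h; cpd up to 46 uM; carbachol (50 uM solution, stimulation buffer w/ 50 mM LiCl, pH 7.4), 30 min 37C; IP-One TR-FRET, 10 min RT; Ex 320/Em 665, 620; Hill-fit AC50.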
15-hLO-2 inh: qHTS Assay for Inhibitors of 15-hLO-2 (15-human lipoxygenase 2). purified 15hLO-2, xylenol orange hydroperoxide absorbance. Potency, µM (titrated, usually from 57.1 µM), inactives show top-dose activity change, negative = inhibition, hits mostly inhibitors. actives 0.56% (n = 110,000); note: potency is the fitted concentration of half-maximal effect; nearly all actives have a fitted effect of over 60% in size; many of its hits are not listed in these tables
Target sequence (O15296 whole entry, looked up): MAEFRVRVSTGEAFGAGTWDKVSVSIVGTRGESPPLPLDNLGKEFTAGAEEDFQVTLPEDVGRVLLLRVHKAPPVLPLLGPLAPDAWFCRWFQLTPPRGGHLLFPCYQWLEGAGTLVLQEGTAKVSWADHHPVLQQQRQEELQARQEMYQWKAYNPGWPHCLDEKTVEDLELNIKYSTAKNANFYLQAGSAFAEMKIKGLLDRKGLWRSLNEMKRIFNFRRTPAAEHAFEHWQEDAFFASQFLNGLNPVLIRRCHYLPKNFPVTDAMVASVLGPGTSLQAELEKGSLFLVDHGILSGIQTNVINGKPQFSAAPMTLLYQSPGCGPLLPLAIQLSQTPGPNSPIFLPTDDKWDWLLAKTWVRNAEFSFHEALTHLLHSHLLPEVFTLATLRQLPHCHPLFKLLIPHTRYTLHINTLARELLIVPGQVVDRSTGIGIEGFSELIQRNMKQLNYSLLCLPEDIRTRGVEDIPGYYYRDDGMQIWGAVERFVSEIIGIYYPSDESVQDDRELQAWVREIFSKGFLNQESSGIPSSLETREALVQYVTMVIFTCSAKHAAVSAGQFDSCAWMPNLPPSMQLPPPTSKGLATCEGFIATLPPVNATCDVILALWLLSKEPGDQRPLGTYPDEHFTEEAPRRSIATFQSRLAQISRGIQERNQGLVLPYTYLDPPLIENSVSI
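Purified human 15hLO-2 (50 nM) preincubated 15 min with compound, then 45 uM arachidonic acid for 90 min at RT in 25 mM Hepes pH 7.5, 0.01% Triton X-100. Hydroperoxide detected by Fe-xylenol orange; 573/405 nm absorbance ratio.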
PNC assembly inh: High Content Assay for Compounds that inhibit the Assembly of the Perinucleolar Compartment. activity change (PNC), negative = inhibition, % at 10 µM. actives 3.1% (n = 140,000). PC3M PTB-GFP, PNC prevalence imaging, 16 h; hits give low values;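 active = readout at or below -70, meaning at least 70% loss of cells showing the perinucleolar compartment, a nuclear body marking cancer cells; inconclusive = readout between -30 and a set limit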;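 note: plate controls were DMSO wells for no effect and camptothecin positive control wells for full effect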
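PC3M cells stably expressing PTB-GFP, 750–1000 cells/well, treated 16 h at 37 °C with compound (23 nl of library stock), in duplicate. After paraformaldehyde fixation and Hoechst stain, imaged at 20x; PNC prevalence scored by image analysis.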
12-hLO inh: qHTS Assay for Inhibitors of 12-hLO (12-human lipoxygenase); purified 12-hLO, xylenol orange hydroperoxide absorbance; AID 1452, 2008; actives 0.12% (n = 150,000); Potency, µM (series often up to 57.1 µM), inactives show at the top dose activity change, negative = inhibition, hits mostly inhibitors; note: potency is the fitted concentration of half-maximal effect; nearly all actives have a fitted effect of over 55% in size; many of its hits are not listed in these tables
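150 nM 12hLO, 25 mM Hepes pH 7.0 + 0.01% Triton X-100; cpd preinc 15 min RT; 40 uM arachidonic acid, 30 min RT; Fe-XO 30 min; A573/A405 ratio as read-out.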
An asterisk follows results filed as active; ? = inconclusive; / = not tested or not shown; & = joins results of further samples; [ ] = another dose, or the depositor's remark. Unless noted, calls come from the whole dose curve; as a rule, active = well fitted curve in the direction sought with a large enough effect; inconclusive = small, poorly fitted or top-dose-only effect, or another doubt; inactive = no such curve, though single readings can be large; an effect the other way counts as inactive or inconclusive. Unless noted, % is set by controls: 0 for no effect and ±100 for the full control effect. Not all compounds are listed. The share of hits here may be higher or lower than overall.

SMILES	IMPase inh	15-hLO-2 inh	PNC assembly inh	12-hLO inh
O=C1CC[C@](CCc2nc3ccccc3[nH]2)(c2ccccc2)C(=O)N1	/	1.0%[11.4 µM]	/	0.6%[11.4 µM]
CCOc1ccc(-c2cc(C)n3nc(C(N)=O)cc3n2)cc1	-7.0	-7.6%	-29.9	-6.0%
Cc1ccc2c(c1)c1c(n2CC(O)CNC(CO)(CO)CO)CCCC1 (stereo not given)	12.1	17.7%	11.1	-2.2%
CCN(CC)S(=O)(=O)c1ccc2c(c1)nc(CCC(=O)OCC(=O)Nc1cc(Cl)cc(Cl)c1)n2C	/	/	-21.6	-2.2%
CCOC(=O)C1CCCN(CC(O)COc2cccc(C)c2)C1 (stereo not given)	/	/	-13.4	0.8%
Cc1nccn1CCc1nc(N)nc(N)n1	-3.7	3.1%	?	0.5%
Cc1cccc(Sc2ccc([N+](=O)[O-])cc2[N+](=O)[O-])n1	/	/	-8.0	-3.4%
O=C(NCCc1c[nH]c2ccc(Cl)cc12)c1cccnc1	-1.4	-1.1%	?	-3.4%
CCCS(=O)(=O)c1cn2cccc(N)c2c1S(=O)(=O)CCC	0.6	-24.1%	-25.5	-21.6%
CCC(=O)Nc1ccc(Nc2ccccc2)cc1	3.8	-11.6%	?	-1.3%
CCCCc1ccc(CC2S/C(=C(\C#N)C(=O)N3CCOCC3)N(c3ccccc3)C2=O)cc1 (stereo not given)	10.8	-5.5%	-25.0	-0.1%
Cn1c(=O)c2[nH]c(N3CCOCC3)nc2n(-c2ccccc2)c1=O	14.3	-5.3%	?	2.0%
Nc1ccc(-c2nc3ccc(-c4nc5ccccc5o4)cc3[nH]2)cc1	-29.4	-11.3%	-4.4	-5.4%
COc1ccccc1OCc1nnc(SCC(=O)c2cc(Cl)ccc2OC)o1	-2.1	2.4%	?	-6.1%
C=CCOc1ccc(Br)cc1CNCCCN1CCOCC1	/	/	19.7	4.0%
CCCn1c(SCC(=O)N2c3ccccc3CCc3ccccc32)nc2c1c(=O)n(C)c(=O)n2C	-0.7	-1.8%	?	5.4%
O=C(/C=C/Nc1ccc(F)c(Cl)c1)c1ccco1	3.7	5.5%	?	-14.2%
COc1ccccc1-c1cc(C(=O)Nc2c(F)cc(F)cc2Br)no1	0.1	-3.8%	28.5	-8.9%
Cn1c(=O)c2c(nc(SCc3cc4c(cc3Cl)OCO4)n2C)n(C)c1=O	-0.4	-7.4%	10.0	1.3%
CC(=O)NCCC(=O)Nc1nc(-c2cccs2)c(-c2cccs2)s1	-2.2	/	?	0.1%
Cc1c(-c2nnc(SCC(=O)O)n2-c2ccccc2Br)nnn1-c1ccccc1	/	/	-1.0	-1.0%
COc1ccc2c(c1)C=CC1(O2)N(CCO)c2ccccc2C1(C)C (stereo not given)	-4.4	/	251.6	-26.8%
COc1ccc(C(N)=O)cc1N	4.1	-1.1%	?	-1.4%
O=C(CSc1nnc(CNC(=O)C23CC4CC(CC(C4)C2)C3)n1-c1ccccc1)Nc1ccccc1	-2.4	/	-22.3	-2.7%
Nc1c(C(=O)CCC(=O)O)oc2ccc(Cl)cc12	-1.0	-1.0%	29.6	-6.7%
COC(=O)c1cccc(NC(=O)Cn2cnc3c2c(=O)n(C)c(=O)n3C)c1	-8.4	-1.2%	-12.1	6.8%
CCOc1cc(NC(=S)NCCCOC)c(OCC)cc1NC(=O)c1ccco1	12.9	/	41.0	-2.6%
C/C(=N\NC(=S)NCc1ccccc1)c1ccc2ccccc2c1	/	/	-99.2*	?
CC1=C(C(=O)OCc2ccccc2)C(c2ccccc2-c2ccccc2)NC(=O)N1CCCCCC(=O)O (stereo not given)	/	-28.4%	74.2	2.2%&-2.8%
O=C(CN1C2=NCCCN2c2ccccc21)c1ccc(Cl)cc1Cl	/	/	?	4.7%
CCOC(=O)N1CCC(N2CCN(S(=O)(=O)c3ccc4ccccc4c3)CC2)CC1	1.2	2.6%	10.0	1.2%
CCN(c1ccccc1)S(=O)(=O)c1cccc(C(=O)O)c1	-3.6	0.8%	0.3	0.7%
COc1ccccc1N1CCN(CCCCOc2ccc(F)cc2)CC1	7.5	59.9%[activator]	11.0	-16.0%
COc1ccc(S(=O)(=O)NC2CCCC2)cc1Br	-16.9	-4.8%	3.1	0.0%
CCOC(=O)/C(C(N)=NCc1ccco1)=C(/O)c1ccccc1	8.9	-4.8%	?	0.0%
Cc1ccc(-c2noc(CSc3nnc(Cc4ccccc4)n3-c3cccc(C)c3)n2)cc1	22.0	25.3%	?	-6.0%
O=C(O)/C=C/c1ccc(O)c(O)c1	13.9	-3.4%	46.2	-7.3%
CCN1CCN(Cc2c(C)[nH]c3ccc(OC)cc3c2=O)CC1	2.9	-0.9%	20.9	3.1%
NC(=O)COC(=O)c1cc(S(=O)(=O)N2CCOCC2)ccc1N1CCCCC1	-1.7	4.8%	2.9	-1.4%
O=C(Nc1ccc(Cl)c(Cl)c1)Nc1ccc(Br)cc1F	-3.3	/	-13.6	1.2%

Looked up by compound from the list above:
SMILES	IMPase inh	15-hLO-2 inh	PNC assembly inh	12-hLO inh
Cc1ccc(-c2noc(CSc3nnc(Cc4ccccc4)n3-c3cccc(C)c3)n2)cc1	22.0	25.3%	?	-6.0%
CCN(c1ccccc1)S(=O)(=O)c1cccc(C(=O)O)c1	-3.6	0.8%	0.3	0.7%
O=C(O)/C=C/c1ccc(O)c(O)c1	13.9	-3.4%	46.2	-7.3%
CCOC(=O)/C(C(N)=NCc1ccco1)=C(/O)c1ccccc1	8.9	-4.8%	?	0.0%

Additional records follow.
SMILES	IMPase inh	15-hLO-2 inh	PNC assembly inh	12-hLO inh
CNC(=O)CSc1nnnn1-c1cc(C)ccc1C	-8.4	/	246.6	11.7%
CCCCNc1nc(-c2ccccc2)c(C(=O)OCC)cc1C#N	7.0	/	6.5	-0.9%
O=C1NC2(CCCCC2)N=C1c1ccc(F)cc1	-4.1	-6.3%	9.3	-7.6%
O=C(NCC1CCCO1)C1CC(=O)N(c2ccc(F)c(Cl)c2)C1 (stereo not given)	1.1	6.1%	?	4.2%
Cc1nn2c(=O)c(NC(=O)c3ccc(F)cc3)cnc2s1	11.4	-2.1%	-6.4	-3.3%
COC(=O)N1CCN(c2ccc(OC)cc2)CC1	-2.0	2.2%	16.8	-0.7%
O=C(Nc1ccccn1)c1cccs1	5.3	3.6%	-22.6	1.4%
COc1ccc(S(=O)(=O)n2ccc(-c3cnc(-c4ccccc4)s3)n2)cc1	-5.9	0.9%	-29.2	-11.4%
CCCCC(=O)Nc1nnc(-c2ccc(OC)cc2)s1	-6.0	/	29.7	6.7%
COc1ccc(Cc2nc3ccc(S(=O)(=O)N4CCOCC4)cc3[nH]2)cc1	2.8	-7.2%	55.6	2.4%
CCOc1cc(C(=O)NCC2CCCO2)cc(OCC)c1OCC (stereo not given)	1.3	0.5%	-10.5	-0.7%
CC(C)OCCCNc1ncc2c(n1)CC(c1ccc(N(C)C)cc1)CC2=O (stereo not given)	3.1	12.4%	24.0	-1.7%
OC1(c2ccc(F)cc2)CCN(Cc2ccccc2)C1 (stereo not given)	7.8	0.8%	-7.9	2.5%
COc1ccc(C(=O)c2sc(NC(C)C)nc2N)cc1OC	3.6	3.2%	-1.5	-9.3%
COc1ccc(-c2nnc(-c3cc(OC)c(OC)c(OC)c3)o2)cc1OC	?	/	-17.8	6.9%
Cc1cc(NC(=O)c2cc(-c3ccc(C)c(C)c3)nc3ccccc23)no1	/	/	?	2.1%
CCCCCNC(=O)c1ccccc1SC	-3.1	-3.8%	-4.1	-3.9%
ON=Cc1cccn1-c1ccccc1	1.3	-4.7%	21.7	-8.5%
CC(=O)NC(Cc1ccc(F)cc1)C(=O)N1CCN(C(=O)NCc2ccccc2)CC1 (stereo not given)	4.4	/	11.1	-1.4%
c1ccc(C2OCC3(CO2)COC(c2ccccc2)OC3)cc1 (stereo not given)	-1.3	0.9%	24.5	-1.4%
COCCNC(=O)c1ccccc1NC(=O)c1cc(OC)cc(OC)c1	/	/	-7.1	0.3%
COc1ccc(OC)c(NC(=O)Cn2c(=O)n(CC(=O)NCc3ccco3)c(=O)c3ccccc32)c1	2.3	-14.6%	60.6	-0.6%
Cc1nc(Cl)sc1C(=O)Nc1cccc2ccccc12	/	/	13.0	-2.7%
c1ccc(-c2cn3c(n2)CCC3)cc1	-8.6	1.4%	-30.0	-6.7%
CCC(=O)Nc1sc2c(c1C#N)CCCCC2	24.0	-7.3%	?	-10.7%
O=C(Nc1ccncc1)c1cc(F)cc(F)c1	-9.4	19.7%	?	-2.0%
c1ccc(-n2ncc3c2ncn2nc(-c4ccco4)nc32)cc1	-16.9	-28.1%	10.2	-1.6%
CCN(CC)S(=O)(=O)c1cc(C(=O)OCC(=O)Nc2ccc(-c3nc4ccc(C)cc4s3)cc2)ccc1F	/	/	53.2	-0.7%
Cc1ccc(C(C(=O)NC2CCCCC2)N2CCCC2)cc1 (stereo not given)	?	19.3%	-112.1*	-0.7%
CCOC(=O)CNC(=O)CSc1nc(N(C)C)nc(N2CCOCC2)n1	-0.6	6.0%	42.3	-2.1%
CC(=O)c1cccc(NC(=O)NC(C)c2ccncc2)c1 (stereo not given)	-3.2	2.1%	-3.3	-1.0%
O=C(Cn1nnc2ccccc2c1=O)Nc1cc(C(F)(F)F)ccc1N1CCOCC1	9.4	1.1%	57.1	-8.4%
Cc1cc(OC(F)F)ccc1NC(=O)Nc1ccc([N+](=O)[O-])cc1	12.6	/	?	-4.1%
O=C(Cc1ccccc1)Nc1ccc2oc(-c3ccncc3)nc2c1	-8.8	-15.8%	6.2	-2.9%
Cn1c(=O)c([N+](=O)[O-])c(NCC(O)c2ccccc2)c2ccccc21 (stereo not given)	/	/	-21.7	-2.4%
O=C(Cc1cccc2ccccc12)Nc1ccccc1C(=O)O	1.7	-2.6%	5.5	6.1%
COc1cc(NC(=O)COc2ccc(Cl)cc2)ccc1-c1cc2ccccc2oc1=O	2.4	/	?	0.2%
CC1(C)CC(=O)C(C=NC2CC(C)(C)NC(C)(C)C2)=C(O)C1	-2.0	2.1%	15.9	-1.7%
Cn1c(CC(=O)Nc2ccc(Cl)c(Cl)c2)nnc1SCC(=O)Nc1nccs1	1.1	-28.1%	28.1	-4.3%
N#CC1=C(N)Nc2ncnn2C1c1ccccc1 (stereo not given)	/	/	21.7	-1.0%
O=C(NCCCN1CCC(Cc2ccccc2)CC1)C1CC(=O)N(C2CCCCCC2)C1 (stereo not given)	7.7	31.5%[activator]	45.4	-1.9%
COc1cc(NC(=O)COC(=O)CNC(=O)c2ccc(Cl)cc2)c(C)cc1[N+](=O)[O-]	/	/	-11.2	-1.2%
CC(/C=N/NC(=O)Cc1cccs1)=C\c1ccco1	10.5	-19.1%	90.3	-1.9%
Cc1nn(C)c(C)c1/C=N/O	4.2	-1.9%	8.8	4.8%
CC(C)NC(=O)N1CCC2(CC1)CCN(C(=O)c1cccc(F)c1)CC2	/	-0.2%	/	1.9%
CCN(CCNC(=O)CCCn1nc(C)n2c(cc3sccc32)c1=O)c1ccccc1	-1.0	0.9%	61.8	-4.6%

A second format for some results above:
CCN(CCNC(=O)CCCn1nc(C)n2c(cc3sccc32)c1=O)c1ccccc1
  IMPase inh: -1.0
  15-hLO-2 inh: 0.9%
  PNC assembly inh: 61.8
  12-hLO inh: -4.6%
COc1cc(NC(=O)COC(=O)CNC(=O)c2ccc(Cl)cc2)c(C)cc1[N+](=O)[O-]
  IMPase inh: /
  15-hLO-2 inh: /
  PNC assembly inh: -11.2
  12-hLO inh: -1.2%
CC(C)NC(=O)N1CCC2(CC1)CCN(C(=O)c1cccc(F)c1)CC2
  IMPase inh: /
  15-hLO-2 inh: -0.2%
  PNC assembly inh: /
  12-hLO inh: 1.9%
Cc1nn(C)c(C)c1/C=N/O
  IMPase inh: 4.2
  15-hLO-2 inh: -1.9%
  PNC assembly inh: 8.8
  12-hLO inh: 4.8%
